# High-throughput results (PubChem)
# GPR151 ag: activators of human GPR151; Q8TDV0; PathHunter beta-arrestin GPR151 cells, luminescence; activation, % at 11.2 µM; hit rate 1% among 650,000; AID 1508602; in the data active = activation above about 4.9%;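 also: 0% = median of compound wells and 100% = cells with positive control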
# FBW7 activator: human FBW7 E3 ligase activation, primary screen; normalized activity (activation), % at 26.1 µM; hit rate 0.13% among 650,000; AID 1259310; Q969H0; AlphaScreen FBW7–phospho-cyclin E peptide binding, activator screen; in the data active = normalized activity above about 1.9%;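 also: purified mutant Fbw7 with reduced substrate affinity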
# Target sequence (Q969H0 whole entry, looked up): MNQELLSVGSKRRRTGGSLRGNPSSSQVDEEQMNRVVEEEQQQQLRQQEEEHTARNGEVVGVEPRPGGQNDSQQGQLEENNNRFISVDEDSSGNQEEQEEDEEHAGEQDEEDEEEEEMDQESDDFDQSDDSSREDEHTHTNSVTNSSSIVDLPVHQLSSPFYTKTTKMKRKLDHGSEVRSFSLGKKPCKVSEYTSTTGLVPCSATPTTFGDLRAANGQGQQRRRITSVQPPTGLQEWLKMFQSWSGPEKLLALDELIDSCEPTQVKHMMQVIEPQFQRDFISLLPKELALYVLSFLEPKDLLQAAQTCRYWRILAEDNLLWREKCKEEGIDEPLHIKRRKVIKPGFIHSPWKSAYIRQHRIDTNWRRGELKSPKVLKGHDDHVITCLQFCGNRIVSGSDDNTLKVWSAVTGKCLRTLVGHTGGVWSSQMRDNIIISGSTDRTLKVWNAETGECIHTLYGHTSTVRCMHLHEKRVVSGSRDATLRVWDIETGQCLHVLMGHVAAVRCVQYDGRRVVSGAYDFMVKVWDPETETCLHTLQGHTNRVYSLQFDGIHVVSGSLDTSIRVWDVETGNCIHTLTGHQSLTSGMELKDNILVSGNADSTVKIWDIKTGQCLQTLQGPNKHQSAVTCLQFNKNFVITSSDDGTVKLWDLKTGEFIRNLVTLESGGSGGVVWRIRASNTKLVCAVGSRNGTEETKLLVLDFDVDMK
# MITF primary: blocks human microphthalmia-associated transcription factor | AlphaScreen MITF homodimerization, bead proximity signal | inhibition, % at 2.6 µM | hit rate 0.91% among 650,000 | AID 1259374; in the data active = inhibition above about 50%;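 also: 0% = vehicle wells with protein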
# TEAD-YAP block: TEAD-YAP interaction inhibition; HEK-TIYL cells, TEAD-Gal4/YAP UAS-luciferase luminescence; inhibition, % at 9.12 µM; hit rate 1.4% among 640,000; in the data active = inhibition above about 32%;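 also: 0% = median of test compound wells and 100% = reference inhibitor wells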
# Active calls of the source: *; & = joins results of further samples.
SMILES,GPR151 ag,FBW7 activator,MITF primary,TEAD-YAP block
CC(=O)Nc1ccc(NC(=O)c2cc(Br)ccc2Cl)cc1,1.0,-0.3,16.4,-10.4
COC(=O)c1cc(N2CCN(C)CC2)nc2ccccc12,0.1,-0.2,4.2,5.6
Cc1cccc(OCC(=O)NCc2nc(-c3ccccc3)no2)c1C,1.2,-0.1,-0.1,8.9
Cc1cc(C)n2nc(C(=O)OCCOc3ccc(Br)cc3)nc2n1,2.5,0.1,-0.8,4.8
COc1cc2[nH]cc(S(=O)(=O)c3ccccc3)c(=O)c2cc1OC,-0.2,-0.1,-11.3,-6.1
CCOc1ccc(-c2nc(C(N)=O)c3[nH]c(=O)n(-c4cccc(Cl)c4)c3n2)cc1,-0.3,-0.1,-6.7,-4.3
CC(C)(C)C1=N/C(=C\c2ccc(Br)cc2)C(=O)O1,-0.5,0.0,-3.3,-1.4
Cc1cccc(C)c1NC(=O)c1c(Cl)nc(Cl)c(Cl)c1Cl,0.2,0.6,7.1,13.7
CN(c1ccc(C(=O)Nc2ccc(F)cc2)cc1)S(=O)(=O)c1ccccc1,-1.2,-0.3,1.5,-11.7
CCCc1nc(SCC(=O)Nc2nccs2)c2c(C)c(C)sc2n1,0.9,0.1,11.4,-6.5
CCC(CC)CN1CCc2c(C(=O)N(C)Cc3cscn3)c(OC)cc(=O)n2CC1,1.0,0.1,-6.3,-13.3
CC(C)N(Cc1ccccc1)C(=O)Cn1ncc2c3ccccc3n(C)c2c1=O,-0.5,0.0,7.7,4.5
Cc1ccc(Cl)cc1NC(=O)C(=O)NCc1ccccc1,-0.3,0.0,17.2,-8.3
O=C(Cc1ccc2c(c1)OCO2)N(Cc1ccccc1)c1nc2ccccc2s1,-0.9,0.0,-6.5,-49.3
CCN(CC)C(=O)C1CCCN(c2nc(NCCOc3ccccc3)c3ncn(C(C)C)c3n2)C1 (stereo not given),-1.1,-0.1,-6.2,-2.6
N#Cc1c(-c2ccccc2)c(-c2ccccc2)n(C2CCCCC2)c1N,0.6,0.1,12.5,-25.7
Cn1cc(SCc2ccc(C(F)(F)F)cc2)c2ccccc21,0.6,0.0,-6.9,-49.6
CCCCc1ccc(N2CC(C(=O)Nc3sc4c(c3C#N)CCCC4)CC2=O)cc1 (stereo not given),2.4,0.2,-1.7,6.3
COc1ccc(-c2cc(-c3ccccc3)nc(SCC(=O)N3CCOCC3)c2C#N)cc1,-0.3,0.3,12.6,4.8
Cc1cccc(NC(=O)C(=O)N/N=C/c2ccc(C(C)C)cc2)c1,-0.7,0.3,15.1,-4.0

# An excerpt of the results above, for reference:
SMILES,GPR151 ag,FBW7 activator,MITF primary,TEAD-YAP block
CC(=O)Nc1ccc(NC(=O)c2cc(Br)ccc2Cl)cc1,1.0,-0.3,16.4,-10.4
COC(=O)c1cc(N2CCN(C)CC2)nc2ccccc12,0.1,-0.2,4.2,5.6
Cc1cccc(OCC(=O)NCc2nc(-c3ccccc3)no2)c1C,1.2,-0.1,-0.1,8.9
Cc1cc(C)n2nc(C(=O)OCCOc3ccc(Br)cc3)nc2n1,2.5,0.1,-0.8,4.8
COc1cc2[nH]cc(S(=O)(=O)c3ccccc3)c(=O)c2cc1OC,-0.2,-0.1,-11.3,-6.1
CCOc1ccc(-c2nc(C(N)=O)c3[nH]c(=O)n(-c4cccc(Cl)c4)c3n2)cc1,-0.3,-0.1,-6.7,-4.3
CC(C)(C)C1=N/C(=C\c2ccc(Br)cc2)C(=O)O1,-0.5,0.0,-3.3,-1.4
Cc1cccc(C)c1NC(=O)c1c(Cl)nc(Cl)c(Cl)c1Cl,0.2,0.6,7.1,13.7
CN(c1ccc(C(=O)Nc2ccc(F)cc2)cc1)S(=O)(=O)c1ccccc1,-1.2,-0.3,1.5,-11.7
CCCc1nc(SCC(=O)Nc2nccs2)c2c(C)c(C)sc2n1,0.9,0.1,11.4,-6.5
CCC(CC)CN1CCc2c(C(=O)N(C)Cc3cscn3)c(OC)cc(=O)n2CC1,1.0,0.1,-6.3,-13.3
CC(C)N(Cc1ccccc1)C(=O)Cn1ncc2c3ccccc3n(C)c2c1=O,-0.5,0.0,7.7,4.5
Cc1ccc(Cl)cc1NC(=O)C(=O)NCc1ccccc1,-0.3,0.0,17.2,-8.3
O=C(Cc1ccc2c(c1)OCO2)N(Cc1ccccc1)c1nc2ccccc2s1,-0.9,0.0,-6.5,-49.3
CCN(CC)C(=O)C1CCCN(c2nc(NCCOc3ccccc3)c3ncn(C(C)C)c3n2)C1 (stereo not given),-1.1,-0.1,-6.2,-2.6
N#Cc1c(-c2ccccc2)c(-c2ccccc2)n(C2CCCCC2)c1N,0.6,0.1,12.5,-25.7
Cn1cc(SCc2ccc(C(F)(F)F)cc2)c2ccccc21,0.6,0.0,-6.9,-49.6
CCCCc1ccc(N2CC(C(=O)Nc3sc4c(c3C#N)CCCC4)CC2=O)cc1 (stereo not given),2.4,0.2,-1.7,6.3
COc1ccc(-c2cc(-c3ccccc3)nc(SCC(=O)N3CCOCC3)c2C#N)cc1,-0.3,0.3,12.6,4.8
Cc1cccc(NC(=O)C(=O)N/N=C/c2ccc(C(C)C)cc2)c1,-0.7,0.3,15.1,-4.0

# Remaining list, next part
SMILES,GPR151 ag,FBW7 activator,MITF primary,TEAD-YAP block
CCCCOC(=O)c1ccc(NC(=O)C(F)(F)F)cc1,0.3,0.1,-3.3,-15.4
COc1ccc(C2CC(c3cccs3)=NN2C(=O)CSc2nnnn2C)cc1OC (stereo not given),0.3,-0.2,-1.9,2.7
CN(C)CC(O)COc1ccc(CN2CCN(c3cccc(Cl)c3)CC2)cc1 (stereo not given),-0.9,0.1,5.5,9.8
CC(=O)N1CCc2cc(S(=O)(=O)NC(CC(C)C)C(=O)NC3CCCCCC3)ccc21 (stereo not given),-0.9,0.6,5.0,4.3
COc1ccc(CCNC(=O)CSc2nc3ccsc3c(=O)n2-c2ccc(Br)cc2)cc1OC,-0.4,-0.1,-5.8,20.6
Cc1nc(C)n(-c2ccc(Nc3nccc(-c4cc(F)cc(-c5ncco5)c4)n3)cc2)n1,1.3,0.8,18.6,-9.1
CCOC(=O)CN1C(=O)C(O)(CC(=O)c2ccccn2)c2ccccc21 (stereo not given),0.2,0.1,-2.6,11.9
COc1ccc(NC(=O)Cn2cc(OCc3ccc(F)cc3)c(=O)cc2C)c(OC)c1,-1.5,0.0,8.6,-1.3
Nc1cc(N2CCCCC2)c2nonc2c1[N+](=O)[O-],0.4,0.6,18.4,-4.2
CC(C)C(CO)Nc1nccn2c(-c3cccc(NS(C)(=O)=O)c3)cnc12 (stereo not given),-0.7,-0.7,-7.8,54.8*
CN(C)CCOc1cc(-c2cn[nH]c2)c(F)cc1NC(=O)[C@H](N)Cc1ccc(Cl)cc1,0.0,0.0,-7.8,6.0
COc1ccc(CN(C)C2CCN(C)CC2)cc1,0.0,-0.2,32.9,-5.3
O=C(N/N=C/c1ccc(O)cc1)c1cccs1,-6.8,-0.1,16.3,-50.4
COc1ccc(CC(=O)Nc2ccc(C)cc2NC(=O)Cc2ccc(OC)cc2)cc1,1.3,0.1,-3.5,9.4
CCc1ccc(OCC(=O)O/N=C(\N)c2ccc(Cl)cc2)cc1,-0.2,0.2,-4.9,2.4
CCCNc1cc(C)nc(N2CCN(Cc3ccc4c(c3)OCO4)CC2)n1,-2.0,0.1,5.5,3.8
CC1(C)CC(=O)C2=C(C1)Nc1nnnn1C2c1ccc(F)cc1 (stereo not given),0.3,-0.1,13.3,4.4
Cc1cc(OCC(=O)N2CCC(C(N)=O)CC2)ccc1Cl,0.1,0.0,-1.6,7.4
COc1cccc(CNC(=O)Cc2c(C(=O)O)[nH]c3ccc(Cl)cc23)c1,0.5,0.0,3.9,-14.9
CCOC(=O)c1sc(NC(C)=O)cc1C,-0.8,0.1,11.0,-4.9
COc1cc(OC)cc(C(=O)Nc2ccc3c(c2)Cc2ccccc2-3)c1,-2.2,0.0,-2.4,-21.8
C=CCn1c(=S)[nH]c2cc(C(=O)Nc3ccc(C)c(C)c3)ccc2c1=O,1.9,0.8,16.9,1.9
Cc1cccn2c(=O)c(/C=C(\C#N)C(=O)NCC3CCCO3)c(Oc3ccccc3)nc12 (stereo not given),-1.3,-0.1,7.4,12.1
CSc1nc2c(c(=O)n(C)c(=O)n2C)n1Cc1ccccc1Cl,-0.4,-0.1,-10.1,-3.7
COc1ccc2c(c1)CC(C(=O)Nc1ccc(-c3cn[nH]c3)cc1N1CCC(N(C)C)CC1)CO2 (stereo not given),-0.1,-0.7,-8.4,5.3
O=S(=O)(c1ccc(NC(=S)NN2CCCCC2)cc1)N1CCOCC1,1.8,-0.1,3.6,4.1
COC(=O)[C@H]1CN(C(=O)Cc2ccc(O)cc2)C[C@@H]1c1ccc(F)cc1,-1.3,0.0,-3.7,-5.4
CC(=O)Nc1ccc(Br)cc1C(=O)C(=O)NCCC1=CCCCC1,2.8,-0.1,10.7,0.9
Cc1cc2c(c(Sc3ccc(C(C)(C)C)cc3)n1)C(=O)OC2,-0.1,-0.2,-4.5,4.5
COc1ccc(OC)c(N2C(=O)C3C4c5ccccc5C(C(=O)O)(c5ccccc54)C3C2=O)c1 (stereo not given),-2.0,0.3,3.3,-9.0
COc1ccc(CNC(=O)c2cccc(F)c2)cc1,-0.1,0.0,8.0,-4.9
COc1ccccc1NC(=O)Nc1cc(C)cn(Cc2ccc(Cl)cc2)c1=O,-0.5,-0.1,13.4,17.5
Cc1cccc(-n2nc3c(c2NC(=O)C24CC5CC(CC(C5)C2)C4)CS(=O)(=O)C3)c1C,2.8,-0.1,1.3,2.1
COc1cc2ccccc2cc1C(=O)O,-0.5,0.1,-5.2,-0.3
Cc1cc(C)c2nc(C(F)(F)F)c(C#N)c(N)c2c1,1.7,0.1,10.3,0.9
C/C=C(/C(=C/C)c1ccc(O)cc1)c1ccc(O)cc1,2.9&1.4,-0.1&0.1,-15.6&24.0,9.8
Cc1ccc(-c2noc(CCC(=O)NC3CCN(Cc4ccccc4)CC3)n2)cc1,0.2,-0.1,-6.9,13.4
COc1ccc(-n2c(C)nc3cc(C(=O)NCc4ccc5c(c4)OCO5)ccc32)cc1,0.6,0.0,9.8,-4.6
CCN(CC)C(=O)CSc1nnc(-c2ccccc2)o1,-1.2,0.0,5.9,-81.1
COc1ccc(N2CN=c3s/c(=C/c4ccc([N+](=O)[O-])cc4)c(=O)n3C2)cc1,-0.3,-0.1,-0.7,3.0
CC(C)(C)c1ccc(OCc2nc3ccc(Cl)cc3c(=O)o2)cc1,-0.1,-0.1,-0.8,16.0
CC(=O)Nc1ccc(C(=O)Nc2nc3ccc(S(C)(=O)=O)cc3s2)cc1,3.0,-0.1,6.7,7.9
CC1CCCCN1CCCNC(=O)c1cc(Br)c(Br)[nH]1 (stereo not given),0.6,0.4,-6.0,1.1
CN(C)S(=O)(=O)c1cccc(C(=O)NC(C)(C)C)c1,-0.4,0.1,-1.5,0.2
Cc1ncn(-c2ccc(Nc3nccc(-c4cncc(N5CCC(O)CC5)c4)n3)cc2)n1,-0.1,-0.1,4.5,73.9*
COc1cccc(-c2noc(COc3ccccc3Cl)n2)c1,1.2,-0.1,-16.8,-27.2
CC(=O)Nc1ccc(S(=O)(=O)N2CCN(C(=O)c3ccc(Cl)cc3)CC2)cc1,0.6,0.0,-5.1,23.8
Cc1ccc(-c2nc(CSc3nc4c(c(=O)[nH]3)CN(Cc3ccccc3)CC4)c(C)o2)cc1,-1.5,0.4,14.1,-3.2
Cn1cnnc1SCC(=O)N1CCCCCC1,-1.9,0.0,-43.0,6.5
CCCNc1nc(-c2c(C)noc2C)nc2nc[nH]c12,0.3,-0.1,-3.4,4.2
# Other results:
SMILES,GPR151 ag,FBW7 activator,MITF primary,TEAD-YAP block
Cc1nnc(SCC(=O)N2CCCC2)s1,-2.5,0.0,1.9,-1.9
COc1ccc(NC(=O)c2ccc(OC(C)C)cc2)cc1Cl,-8.4,0.0,9.3,-25.9
CCC(=O)N1C2C=CC(C2)C1(C(F)(F)F)C(F)(F)F (stereo not given),3.7,-0.1,8.0,5.2
Cc1ccccc1Nc1nc(N)nc(CSc2n[nH]c(N)n2)n1,2.7,-0.3,6.3,-2.5
COc1ccc(/C=N/n2cnnc2)cc1Cn1nc(C)c([N+](=O)[O-])c1C,0.9,0.3,18.1,8.6
Cc1n[nH]c(C)c1-c1ccc(NC(=O)[C@H]2COc3ccccc3O2)cc1,-0.6,0.2,26.4,27.7
Nc1nc(NCCN2CCOCC2)cc(Nc2ccccc2)n1,1.7,-0.2,8.8,-3.8
Cc1nc2ccccc2c(=O)n1NC(=O)C1CCCCC1,-1.3,0.0,0.7,-5.1
c1cncc(-c2cnc3c(NCc4ccco4)nccn23)c1,-0.3,-0.1,48.5,-68.4
CCOC(=O)CCC(=O)Nc1c(C(=O)Nc2ccccc2OCC)oc2ccccc12,1.1,0.2,1.6,9.5
COCc1cc(=O)[nH]c(Nc2nc(C)c3ccccc3n2)n1,-1.2,-0.2,-10.2,-12.8
